# POLK inh: DNA polymerase kappa (human) inhibition. Q9UBT6. purified Pol kappa, fluorescent DNA synthesis assay, 10 min. Potency, µM (highest dose often 107 µM), without a hit: at the highest dose activity, negative = inhibition, actives largely listed as inhibitors. 400,000 tested, 0.53% active. AID 588579; note: potency is the fitted concentration of half-maximal effect; % is set by controls: 0 for no effect and ±100 for the full control effect
# Target sequence (Q9UBT6 whole entry, looked up): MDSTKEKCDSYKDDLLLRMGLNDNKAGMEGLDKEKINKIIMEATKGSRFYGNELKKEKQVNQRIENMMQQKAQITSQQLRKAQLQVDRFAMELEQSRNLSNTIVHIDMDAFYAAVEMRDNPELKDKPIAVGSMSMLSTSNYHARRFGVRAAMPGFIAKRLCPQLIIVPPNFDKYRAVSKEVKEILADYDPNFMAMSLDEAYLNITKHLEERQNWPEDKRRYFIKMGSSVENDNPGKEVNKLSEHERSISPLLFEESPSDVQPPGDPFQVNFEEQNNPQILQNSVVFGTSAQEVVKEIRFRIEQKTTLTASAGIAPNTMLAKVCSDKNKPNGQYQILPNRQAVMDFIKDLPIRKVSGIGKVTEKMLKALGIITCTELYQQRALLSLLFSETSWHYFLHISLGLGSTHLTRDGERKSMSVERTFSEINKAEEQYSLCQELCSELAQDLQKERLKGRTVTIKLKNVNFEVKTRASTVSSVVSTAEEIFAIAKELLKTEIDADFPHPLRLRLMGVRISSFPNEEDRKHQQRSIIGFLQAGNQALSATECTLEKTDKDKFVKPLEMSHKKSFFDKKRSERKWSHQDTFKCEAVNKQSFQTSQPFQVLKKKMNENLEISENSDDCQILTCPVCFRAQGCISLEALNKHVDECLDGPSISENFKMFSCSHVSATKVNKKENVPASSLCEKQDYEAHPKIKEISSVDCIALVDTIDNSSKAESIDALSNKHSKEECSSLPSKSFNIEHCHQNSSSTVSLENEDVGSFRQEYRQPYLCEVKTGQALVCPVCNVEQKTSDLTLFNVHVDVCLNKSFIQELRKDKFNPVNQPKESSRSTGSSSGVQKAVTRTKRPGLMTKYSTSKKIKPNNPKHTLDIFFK
#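 Fluorescent qHTS in 1536-well format: enzyme (10 nM) and compound sat 15 min at room temperature before 50 nM substrate (final) was added. Signal taken at 0 and 10 min; no-enzyme buffer wells were negative controls.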
# ERG Ets-DNA blk: inhibitors of human ERG Ets domain-DNA interaction; P11308; fluorescence polarization, His-ERG Ets domain / labelled DNA; Potency, µM (top dose mostly 76.9 µM), inactives show at the top dose FP activity, negative = inhibition, actives largely listed as inhibitors; 370,000 tested, 0.028% active; active = well fitted inhibition curve with a large enough effect in the polarisation, with a control signal flat; inconclusive = small, poorly fitted or top-dose-only effect, or effect the other way, or a change in a side signal; inactive = no such curve, though single readings can be large or run the other way; the % refers to the polarisation;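 note: polarization taken with two DNA probes labelled with fluorescein and Texas red; potency is the fitted concentration of half-maximal effect; % of control where 0% means no effect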
#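 His-tagged ERG Ets domain (1 uM in the protein solution; 300mM KCl, 50mM Tris-HCl, 1mM EDTA, 1mM DTT, pH 7.5) received compound, then a probe mix of 5 nM fluorescein-DNA and 100nM Texas-615-DNA. Fluorescence polarization was read for both dyes.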
# POLH inh: blocks human DNA polymerase eta activity | Q9Y253 | recombinant Pol eta, fluorescent DNA replication assay | Potency, µM (highest dose often 114 µM), for the others: top-dose activity change, negative = inhibition, usual class: inhibitors | 390,000 tested, 1.2% active; note: potency is the fitted concentration of half-maximal effect; % is set by controls: 0 for no effect and ±100 for the full control effect
#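 Pol eta at 10 nM preincubated with compounds 15 min at room temperature; reaction started with fluorescent substrate (50 nM final) and read kinetically at 0 and 10 min.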
# APE1 inh: APE1 (human) endonuclease inhibition | P27695 | recombinant APE1, TAMRA/BHQ-2 abasic DNA cleavage fluorescence | Potency, µM (top dose mostly 65.8 µM), without a hit: top-dose activity change, negative = inhibition, usual class: inhibitors | 350,000 tested, 0.35% active | AID 2517;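 note: potency is the fitted concentration of half-maximal effect; plate controls were vehicle for no effect and reference inhibitor for full effect; nearly all actives have a fitted effect of over 55% in size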
#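 Endonuclease cleavage of a quenched abasic-site DNA duplex (50 nM) by APE1 (0.75 nM) was tracked by TAMRA dequenching. Compounds were preincubated with enzyme 15 min at room temperature; data normalized to buffer-only and DMSO wells plus NSC13755 control.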
# 12-LOX inh: blocks human arachidonate 12S-lipoxygenase; 580,000 tested, 1.1% active; Potency, µM (titrated, usually from 108 µM), for the others: at the highest dose activity change, negative = inhibition, most hits filed as inhibitors; AID 1671190; purified 12hLO, xylenol orange hydroperoxide absorbance; P18054; note: potency is the fitted concentration of half-maximal effect; % is set by controls: 0 for no effect and ±100 for the full control effect
#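 Purified human 12hLO at 150 nM in 25 mM Hepes, 0.01% Triton X-100, pH 7.0, preincubated 15 min at room temperature with compound. Reaction started with 40 uM arachidonic acid, 30 min at room temperature. Hydroperoxide measured by Fe-xylenol orange, 573/405 nm absorbance ratio.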
# Anesthetic bind: binds horse apoferritin like a general anesthetic. P02791. apoferritin/1-aminoanthracene competitive binding, fluorescence. Potency, µM (top dose mostly 77.5 µM), for inactives: at the top dose activity change, negative = displacement, actives largely listed as inhibitors. 350,000 tested, 0.074% active. AID 485281; note: potency is the fitted concentration of half-maximal effect; % is set by controls: 0 for no effect and ±100 for the full control effect; nearly all actives have a fitted effect of over 20% in size
#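 Read-out: endpoint 1-AMA fluorescence, excitation 380 nm and emission 535 nm, after compounds sit 10 min at room temperature with 10 uM horse-spleen apoferritin in 50% saturated 1-AMA/PBS. Values come from four-parameter Hill fits.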
# LDHA block: blocks human lactate dehydrogenase A. purified LDHA, NADH/diaphorase-resazurin fluorescence; active compounds read low. activity change, % (values are at about 110 or 230 µM). 480,000 tested, 0.15% active. AID 1347041; in the data active = activity change below about -30%; inconclusive = mostly about -25% to -30%;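 note: plate controls were DMSO wells for no effect and wells without enzyme for full effect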
#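 Enzyme activity of human lactate dehydrogenase 5 (2 nM; 0.06 mM NADH, 0.2 mM pyruvate, 5 min, RT) is measured via a resazurin/diaphorase fluorescence readout of residual NADH.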
# RGS4 inh: inhibitors of human regulator of G protein signaling 4. 390,000 tested, 0.039% active. P49798. Potency, µM (series often up to 114 µM), for inactives: at the top dose activity change, negative = inhibition, actives largely listed as inhibitors. Transcreener GDP fluorescence polarization, RGS4-accelerated GTP hydrolysis. AID 504845; note: potency is the fitted concentration of half-maximal effect; % is set by controls: 0 for no effect and ±100 for the full control effect; nearly all actives have a fitted effect of over 75% in size; some results filed as inactive show a strong effect at the top dose
# Target sequence (P49798 whole entry, looked up): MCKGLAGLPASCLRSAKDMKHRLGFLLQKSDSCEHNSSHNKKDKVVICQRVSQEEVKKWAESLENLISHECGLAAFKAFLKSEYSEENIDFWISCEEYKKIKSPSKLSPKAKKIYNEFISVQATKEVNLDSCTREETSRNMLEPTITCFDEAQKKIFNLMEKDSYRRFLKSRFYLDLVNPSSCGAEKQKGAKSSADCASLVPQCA
#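 MLSMR compounds (23 nl, pin-transferred) preincubated 10 min at room temperature with a 500nM (2x) first reagent, then RGS4 at 900nM (2x) plus Transcreener GDP mix added; fluorescence polarization (620/688 nm) read before and after 90 min at 30 °C.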
# POLB inh: DNA polymerase beta (human) inhibition; Pol beta primer extension/strand displacement, fluorescence kinetic; P06746; 340,000 tested, 1.3% active; Potency, µM (series often up to 114 µM), without a hit: at the top dose activity change, negative = inhibition, hits mostly inhibitors; note: potency is the fitted concentration of half-maximal effect; % is set by controls: 0 for no effect and ±100 for the full control effect
#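 Enzyme-only controls used 10 nM Pol beta; buffer lacking enzyme served as negative control. Compound preincubated 15 min, then 50 nM substrate added; 0 and 10 min reads at room temperature.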
# An asterisk follows results filed as active; ? = inconclusive; . = not tested or not shown; & = joins results of further samples; [ ] = another dose, or the depositor's remark. Unless noted, calls come from the whole dose curve; as a rule, active = well fitted curve in the direction sought with a large enough effect; inconclusive = small, poorly fitted or top-dose-only effect, or another doubt; inactive = no such curve, though single readings can be large; an effect the other way counts as inactive or inconclusive.
# Values run as follows: POLK inh	ERG Ets-DNA blk	POLH inh	APE1 inh	12-LOX inh	Anesthetic bind	LDHA block	RGS4 inh	POLB inh
> CCOc1ccc(CNC(=O)CCn2cccn2)cc1OC
  0%	3%	-12%	.	-4%	6%	-10	6%	22%
> COc1cccc(N2CC(C)Cn3c2nc2c3c(=O)n(CCN3CCOCC3)c(=O)n2C)c1 (centres undefined)
  -11%	8%	-3%	0%	-2%	5%	4	8%	30%
> CCCc1nn2c(=O)cc(COC(=O)c3ccco3)nc2s1
  0%	-1%	2%	.	-15%	-2%	-3	7%	-1%
> O=C1C(C2=NC(c3ccccn3)C3C(=O)N(c4ccc(Cl)cc4Cl)C(=O)C23)=C(O)c2ccccc21 (centres undefined)
  8%	-11%	-1%	1%	0%	2%	-1	-17%[11.4 µM]	2%
> O=C(C1CCN(S(=O)(=O)c2cccc3nsnc23)CC1)N1CCc2ccccc2C1
  -7%	-5%	4%	0%	0%	4%	0	-15%	2%
> O=C(c1ccc(-n2nc(C(F)(F)F)c3c2CCCC3)cc1)N1CCOCC1
  -15%	-2%	-5%	-2%	-1%	-14%	-11	-2%	2%
> COc1ccc(-c2nc(-c3ccccc3)c(-c3cccs3)[nH]2)cc1OC
  -11%	.	-17%	-11%	-17%	4%	-1	2%	-1%
> CCCCCCCc1nn2c(=O)cc(O)nc2s1
  -15%	3%	-8%	2%	?	-10%	-4	-3%	5%
> CCCCCn1c(=NC(C)=O)c(C#N)cc2c(=O)n3ccccc3nc21
  -9%	6%	4%	3%	?	28%	-8	-2%	20%
> COCCNC(=O)C(=O)Nc1cc2c3c(c1)CCC(=O)N3CCC2
  -30%	13%	-5%	29%	1%	0%	-6	-12%	4%
> CSc1cccc(CNC(=O)C2CCC(=O)N(Cc3cccc(C(F)(F)F)c3)C2)c1 (centres undefined)
  3%	2%	-12%	13%	-1%	-11%	1	3%	0%
> CC(=O)c1ccc(N2CCN(S(=O)(=O)c3ccc4c(c3)NC(=O)CC(=O)N4)CC2)cc1
  -21%	15%	?	27%	-5%	-3%	-3	-55%[56.9 µM]	?
> O=C(c1ccc(F)cc1)C1CCN(C(=O)N2CCOCC2)CC1
  -5%	-6%	-10%	?	0%	-5%	-5	-6%	-3%
> CCn1nc(C(=O)OCC(=O)NC(C)C)c2ccccc2c1=O
  8%	-4%	-5%	-4%	0%	-1%	-1	?	-1%
> Cc1nnc(NC(=O)c2ccc3c(c2)C(=O)N(CC2CCCO2)C3=O)s1 (centres undefined)
  -10%	.	-6%	2%	19%	-5%	-11	5%	-21%
> O=C(NC(=S)Nc1ccc(N2CCCCC2)cc1)c1cccs1
  -4%	4%	-18%	-5%	-54%	?	1	?	0%
> COC(=O)c1ccc2c(=O)[nH]c(COC(=O)c3cccc(S(=O)(=O)N4CCOCC4)c3)nc2c1
  -10%	-11%	-9%	0%	3%	.	0	-15%	.
> COc1ccc(Cn2ccn(CC(=O)Nc3cc(C)ccc3C)c(=O)c2=O)cc1
  -6%	-6%	?	.	?	?	-5	-11%	-21%
> O=C(CC12CC3CC(CC(C3)C1)C2)NCO
  -19%	5%	-7%	-2%	1%	?	-6	36%	1%
> CCOC(=O)c1csc(COc2ccccc2Cl)n1
  0%	2%	-21%	0%	276%[activator]	-6%	-6	2%	25%

# Values run as follows: POLK inh	ERG Ets-DNA blk	POLH inh	APE1 inh	12-LOX inh	Anesthetic bind	LDHA block	RGS4 inh	POLB inh
> COc1ccc(-c2ccc(SCC(=O)NCc3ccco3)nn2)cc1
  -12%	-2%	-3%	-11%	10%	-10%	-1	-15%	1%
> COc1ccc(C(=O)NCC(c2ccc(Cl)cc2)N2CCCCC2)cc1 (centres undefined)
  1%	-5%	-8%	.	?	-3%	-2	-11%	20%
> CCOC(=O)c1c(C2CC2)csc1NC(=O)COC(=O)c1cnc(Cl)c(Cl)c1
  -8%	10%	-5%	-3%	-9%	-7%	-11	6%	-18%
> O=C(COc1ccc(Cl)cc1)NCCCNC(=O)c1ccccn1
  -6%	1%	3%	3%	15%	10%	-5	14%	1%
> COc1ccc(CNc2nc(SCc3ccc(Cl)cc3)nc3ccccc23)cc1
  -9%[60.1 µM]	2%	-12%	.	-17%	1%	-4	26%	?
> CCc1cccc(NC2c3ccccc3C(=O)N2c2ccc(C)cn2)c1 (centres undefined)
  -5%	-8%	-21%	-6%	-1%	?	0	1%	7%
> COC(=O)c1ccccc1S(=O)(=O)N(CCCO)Cc1cc2c(C)ccc(C)c2[nH]c1=O
  -9%	-8%	0%	0%	14%	-11%	-14	7%	-17%
> Cc1cc(C)cc(-n2ccn(Cc3ccccc3C)c(=O)c2=O)c1
  -3%	-1%	-16%	.	-30%	0%	-6	2%	17%
> CNC(=O)c1ccc(Nc2nc(-c3ccccc3)nc3ccccc23)cc1
  -7%	3%	-6%	6%	-10%	6%	-5	11%	-1%
> COc1cc(NC(C)CCCN)c2ncccc2c1Oc1ccccc1 (centres undefined)
  -17%	-3%	-2%	1%	-21%	-16%	25	21%	23%
> COc1ccc(Cn2c(=O)oc3ccccc32)cc1F
  -12%	5%	-25%	-3%	-2%	-3%	-3	-11%	8%
> CSc1ccc(C(=O)N2CCC(n3nccc3NC(=O)C3CC3)CC2)cc1
  -10%	-6%	7%	-4%	0%	-7%	-4	17%	-1%
> Cc1cc(Nc2cccc(Cl)c2C)n2ncnc2n1
  -17%	14%	1%	0%	?	-10%	-1	22%	2%
> Cc1cccc(C)c1NC(=O)CS(=O)CC(=O)NC1CCN(Cc2ccccc2)CC1 (centres undefined)
  -8%	-11%	-7%	0%	43%[activator]	-16%	-3	5%	0%
> Cc1ccc(-c2nc(NC(=O)CSc3nnc(C)s3)ns2)cc1
  -1%	-5%	-7%	3%	13%[57.4 µM]	-23%	-22	2%	-3%
> CCOC(=O)c1cc(-c2ccccc2)n(-c2cccc(C(=O)Nc3cccc(C(C)=O)c3)c2)c1C
  -15%[60.1 µM]	-9%	1%	.	-16%	-1%	-3	0%	?
> O=C(c1ccc(S(=O)(=O)N2CCCC2)cc1)N(Cc1ccco1)C1CCS(=O)(=O)C1 (centres undefined)
  0%	-5%	-7%	-3%	-5%	-3%	-6	21%	8%
> COc1ccc(C(=O)N/N=C/C(Br)=C/c2ccccc2)cc1
  -14%	5%	-3%	19%	-7%	7%	-5	?	-22%
> COc1ccc(-c2noc(COc3ccc(C)cc3C)n2)cc1OC
  -6%[60.1 µM]	2%	-19%	.	4%	9%	2	8%	1%
> CCSc1ccccc1C(=O)Nc1cc(C)on1
  -3%	3%	-19%	-7%	-18%	-12%	-6	3%	6%

# Values run as follows: POLK inh	ERG Ets-DNA blk	POLH inh	APE1 inh	12-LOX inh	Anesthetic bind	LDHA block	RGS4 inh	POLB inh
> CCN(C(=O)C1CCCN(c2ncnc3c2nc2n3CCCCC2)C1)c1cccc(Cl)c1 (centres undefined)
  -4%&-7%	15%&1%	-21%&-13%	0%	-7%&-13%	-15%&-7%	-1&-1	3%&-37%	13%&4%
> COc1ccc(NC(=O)CSc2nnc(-c3ccncc3)n2C)cc1
  -17%	15%	6%	1%	-9%	-8%	3	17%	-4%
> CCOC(=O)C1CCCN(C2CC(=O)N(c3cccc(C(F)(F)F)c3)C2=O)C1 (centres undefined)
  -12%	-3%	-1%	-5%	?	-3%	3	?	6%
> C=CCn1c(NCc2ccc(OC)cc2O)nc2ccccc21
  -18%	0%	-12%	-15%	0%	-9%	-3	18%	-20%
> COc1ccc(Nc2ncc3c(n2)CCN(C(=O)OC(C)(C)C)C3)cc1
  -10%	-8%	-17%	.	-18%	0%	-4	4%	2%
> Cc1ccc(S(=O)(=O)N2CCN(S(=O)(=O)N3CCCCCC3)CC2)cc1
  -15%	-1%	1%	16%	16%	-2%	-5	18%	27%
> N#CCC(=O)Nc1ccc(C(=O)Nc2cccc(S(N)(=O)=O)c2)cc1
  -17%	0%	-2%	-2%	33%[activator]	5%	-6	-8%	-2%
> Cc1cccc(C)c1NC(=O)CSc1nc2ccccc2c2nc(CCc3c(C)n[nH]c3C)nn12
  -6%[60.1 µM]	-2%	-7%	.	-30%	-3%	0	-1%	?
> Cc1nn(CC#N)c(=O)n1-c1ccc(Cl)cc1
  -13%	12%	-10%	0%	16%	-5%	-4	37%	-20%
> Cc1ccc(NC(=O)c2cc(S(=O)(=O)N(C)C)ccc2N2CCCC2)cc1S(=O)(=O)N(C)C
  -8%	26%	-9%	-5%	-27%	.	-2	-15%	.
> CC1CN(C(=O)N2c3ccccc3Sc3ccccc32)CC(C)O1 (centres undefined)
  -15%	-3%	-18%	2%	-30%	3%	-1	-13%	-1%
> O=C(NCc1ccco1)c1c(F)c(F)c(F)c(C(=O)NCc2ccco2)c1F
  ?	5%	45µM*	-2%	67%[activator]	-6%	-7	8%	?
> Cc1cc(C(=O)CC#N)c(C)n1CC(F)(F)F
  -9%	-10%	-23%	-2%	15%	-23%	-3	2%	-12%
> COc1ccc(CNc2cc(C)nc3ccc(OC)cc23)cc1
  3%	-5%	-8%	8%	?	2%	-1	1%	12%
> CCN(CC)c1ccc(/C=C(\C#N)C(=O)c2ccc(Br)cc2)cc1
  22µM*	?	?	-6%	-23%	-22%	-9	-39%	40µM*

# An excerpt; count on the stated rates, not on these rows.
